KOR beta-arrestin-1: kappa opioid receptor activators – cell-based, luminescence, uHTS, primary screen (AID 1777) | KOR beta-arrestin recruitment, luminescence; higher % means a stronger effect | one-dose activation, % at 10 µM; EC50 in µM for titrated hits | 280,000 tested, 0.02% active; in the data active = activation above about 50%, passing the limit was not always enough; note: a part of the inactive calls stands beside numbers as strong as those of hits
HIV fusion peptide: cell-free HIV fusion peptide-binding blockers – biochemical, uHTS, fluorescence dequenching, primary screen (AID 1986). cell-free peptide binding, fluorescence dequenching, 30 min; higher % means a stronger effect. inhibition, % at 20 µM; hits with a dose series show IC50 in µM. 290,000 tested, 0.3% active; in the data active = inhibition mostly above about 52%, no sharp cut-off; inactive = mostly below about 76%; note: some results filed as inactive read as strong as hits
KOR beta-arrestin-2: KOR antagonists, beta-arrestin recruitment, cell-based, luminescence, uHTS (AID 1778). KOR beta-arrestin recruitment, luminescence, antagonist mode; higher % means a stronger effect. inhibition, % at 10 µM, or IC50 in µM where a hit was titrated. 290,000 tested, 0.091% active; note: strong numbers were not always called active
GPR35 antagonists: GPR35 antagonists blocking zaprinast-driven arrestin recruitment, primary screen, imaging, U2OS, beta-arrestin-GFP, zaprinast agonist (AID 2058); inhibition, % at 10 µM; hits with a dose series show IC50 in µM; U2OS GPR35 beta-arrestin-GFP translocation imaging, zaprinast antagonism; higher % means a stronger effect; 290,000 tested, 0.052% active;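 active = inhibition of at least 50% with at least 30 cells and total cytoplasm GFP at most 10,000,000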
NOD2 inhibition: NOD2 signaling inhibitors, cell-based, luminescence, uHTS, HEK293 (AID 1566) | HEK293 NOD2/NF-kB luciferase reporter, luminescence; higher % means a stronger effect | one-dose inhibition, % at 4 µM; EC50 in µM for titrated hits | 290,000 tested, 0.63% active; note: many of its hits are not listed in these tables
NOD1 NF-kB reporter: NOD1 signaling inhibitors, primary screen, cell-based, luminescence, uHTS (AID 1578); NOD1-driven NF-kB luciferase reporter cells, luminescence; higher % means a stronger effect; inhibition, % at 4 µM; hits with a dose series show EC50 in µM; 290,000 tested, 1% active; in the data active = inhibition mostly above about 36%, no sharp cut-off; inactive = mostly below about 34%;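 note: HEK-293T reporter cells stimulated with the NOD1 agonist gamma-tri-DAP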
GPR55 LPI antagonism: GPR55 antagonists blocking LPI-driven arrestin recruitment, primary screen, imaging, U2OS, beta-arrestin-GFP, LPI agonist (AID 2013); U2OS GPR55 beta-arrestin-GFP translocation imaging, LPI antagonism; higher % means a stronger effect; one-dose inhibition, % at 10 µM; IC50 in µM for titrated hits; 290,000 tested, 0.13% active;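 active = spots per cell inhibited over 60%, with over 100 cells counted and total cytoplasm intensity under 500,000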;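 note: U2OS cells stably carrying GPR55 and arrestin-GFP stimulated by 5 µM LPI near EC80; imaged beta-arrestin-GFP aggregate spots per cell after agonist stimulation; plate controls were LPI-stimulated DMSO wells for no effect and DMSO wells without LPI for full effect; some results filed as inactive read as strong as hits; confirmed hits need IC50 under 10 µM and bright autofluorescent wells are also inconclusive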
Myeloid diff MLP: compounds promoting myeloid differentiation; 360,000 tested, 1% active; ER-HoxA9 myeloid progenitors, lysozyme-GFP differentiation, flow cytometry; calls only at 10 µM;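 active = normalized GFP-positive differentiation at or above the plate's own cutoff, the solvent-only control mean plus 3 SD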;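 note: cells exposed to compound for four days before flow analysis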
GPR55 beta-arrestin: selective activators of receptor GPR55 – imaging, U2OS cells, beta-arrestin-GFP redistribution, primary screen (AID 1961); U2OS GPR55 beta-arrestin-GFP redistribution imaging; higher % means a stronger effect; activation, % at 10 µM, or EC50 in µM where a hit was titrated; 290,000 tested, 0.048% active;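 active = activation above 40% with more than 50 cells counted in the well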;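 note: U2OS osteosarcoma cells stably expressing GPR55 and beta-arrestin-GFP; plate controls were DMSO negative control for no effect and LPI positive control for full effect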
Myeloid diff MLP GFP+ MAC1+ %: recorded beside Myeloid diff MLP, whose call it bears; GFP+ MAC1+ double positive, %; measured here: differentiation confirmed by MAC1 staining
* = called active by the depositor; i = inactive; . = no result given; + = active, no number; [ ] = another dose, or the depositor's remark. Cut-off read from the data, not from the text of the source, unless noted: active = inhibition above about 50%; inactive = the rest. Some of the compounds tested; the hit share may differ from the screen's.

Molecule	KOR beta-arrestin-1	HIV fusion peptide	KOR beta-arrestin-2	GPR35 antagonists	NOD2 inhibition	NOD1 NF-kB reporter	GPR55 LPI antagonism	Myeloid diff MLP	Myeloid diff MLP GFP+ MAC1+ %	GPR55 beta-arrestin
CN(C(=O)c1ccncc1)c1nnc(-c2ccncc2)s1	2.5%	-1.1%	-6%	-13%	-6%	-4%	11%	i	0.0	0.0%
CCCCN(C)CCCN1C(=O)C2C(C(=O)Nc3cccc(OC)c3)C3C=CC2(O3)C1C(=O)NC1CCCCC1C (stereo unspecified)	1.1%	0.9%	-15%	-1%	2%	-35%	-2%	i	0.6	-0.2%
COc1ccnc(Oc2ccc(Cl)cc2)c1C#N	-8.2%	-1.8%	34%	32%	-9%	-6%	6%	i	0.4	0.3%
Cc1cccn2c(CN[C@@H]3CCCC[C@H]3c3ccccc3)c(C(=O)N3CCOCC3)nc12	-6.1%	-0.1%	-24%[20 µM]	6%	3%	-9%	-1%	i	0.3	0.0%
CCOc1ccc(C(C(=O)NCC2CCCO2)N(C(=O)c2snc(C(N)=O)c2N)c2ccc(F)cc2)cc1 (stereo unspecified)	1.2%	-0.7%	-5%	-7%	-8%	-6%	9%	i	0.6	-0.2%
O=C(CSc1ccncc1)Nc1ccc(S(=O)(=O)Nc2nccs2)cc1	0.0%	16%	-59%[20 µM]	-4%	-12%	-22%	-4%	i	0.6	0.3%
O=C(CCn1cccc1)NCc1ccc(Cl)cc1	-1.3%	-1.1%	17%	14%	5%	-35%	-5%	i	0.9	0.3%
O=C(c1ccc2c(c1)OCO2)N1CCCC(c2ccccc2)C1 (stereo unspecified)	-7.1%	9.1%	7%	16%	3%	2%	-3%	i	8.7	0.1%
O=C(Nc1cccc([N+](=O)[O-])c1)c1ccc2c(c1)OCO2	-0.1%	-2.4%	-13%	2%	-24%	-52%	-5%	i	0.5	-0.3%
Cc1csc(=O)n1CCC(=O)OCC(=O)N(CC(C)C)c1c(N)n(Cc2ccccc2)c(=O)[nH]c1=O	-0.9%	-2.6%	7%	12%	-4%	-8%	11%	i	0.9	-0.1%
CCOC(=O)c1cc2c(C(F)(F)F)cc(-c3ccccc3)nc2o1	4.4%	-2.6%	7%	5%	27%	7%	.	i	1.2	0.0%
NNC(=O)c1cnn(-c2ccccc2)c1C(F)(F)F	-5.2%	-0.6%	16%	0%	8%	-18%	3%	i	0.6	0.6%
O=C1N=C2SCCN2/C1=C\c1c(Cl)cccc1Cl	-0.1%	-4.6%	-7%	1%	11%	.	16%	i	0.7	0.2%
CCCC(=O)Nc1ccc(NC(=S)NC(=O)c2ccccc2[N+](=O)[O-])cc1	-0.5%	-2.5%	29%	-10%	10%	-44%	0%	i	0.5	0.1%
c1ccc2oc(SCc3nc4ccccc4s3)nc2c1	6.5%	-1.9%	15%	-10%	-102%	-45%	-3%	i	0.9	-0.2%
Cn1c(=O)n(Cc2ccc(Cl)cc2)c(=O)c2c1nc1n2CCN1Cc1ccco1	.	-1.5%	.	4%	25%	3%	0%	i	0.8	0.4%
CCOc1ccc(S(=O)(=O)Nc2cccnc2)cc1	4.0%	-1.4%	-24%	21%	17%	1%	1%	i	0.6	0.2%
O=C(N/N=C/c1cccc([N+](=O)[O-])c1)C1CC(=O)N(c2ccc(Cl)cc2)C1 (stereo unspecified)	-3.8%	22%	13%	5%	15%	-14%	-6%	i	0.6	0.3%
C=CCNC(=O)CCCCCNS(=O)(=O)c1ccc(OC)cc1	2.6%	-0.1%	-22%	-8%	5%	4%	12%	i	1.3	-0.1%
CC1CCCC(C)N1CC(O)COC1CCC(C(C)(C)C)CC1 (stereo unspecified)	4.4%	0.4%	-34%[20 µM]	-15%	-38%	-12%	14%	i	0.9	-0.4%
COc1ccc(CNCCC(c2ccccc2)c2ccc(OC(C)C)cc2)cc1OC (stereo unspecified)	-2.3%	0.8%	-25%	4%	13%	-3%	41%	i	0.9	0.3%
Oc1cccc(Nc2nc(O)c(/C=C3\C=Nc4ccccc43)s2)c1	-1.3%	68%	-41%	-17%	-261%	-10%	30%	+	2.0*	-0.2%
Cc1ccc(NCC(=O)N/N=C/c2cccc(Br)c2)cc1	-3.2%	-3.1%	8%	4%	-31%	5%	9%	i	1.1	1.9%
COC(=O)CP(=O)(c1ccccc1)c1ccccc1	3.3%	0.7%	-6%	-25%	10%	-27%	0%	i	0.3	-0.1%
CCOC(=O)C1CCN(c2ccc(Cl)nn2)CC1	-4.8%	2.9%	-15%	-1%	22%	-1%	2%	i	0.8	-0.2%
c1ccc2c(c1)OCC(CNc1ncnc3sccc13)O2 (stereo unspecified)	-1.6%	2.7%	7%	-12%	32%	57%	-1%	i	0.6	0.1%
CCCCc1nc2cc(C(=O)NCCc3c(C)n[nH]c3C)ccc2o1	-1.7%	3.3%	2%	-7%	-3%	-16%	0%	i	1.3	-0.1%
Cc1nnc(NC(=O)c2ccc3ccccc3c2)o1	-1.0%	-3.7%	-4%	8%	10%	4%	17%	i	0.5	-0.2%
COCC(=O)N(c1ccccc1)C(C)C(=O)OC (stereo unspecified)	-5.2%	-0.6%	12%	19%	14%	-21%	2%	i	0.3	0.5%
CN1C(=O)C(O)(CC(=O)/C=C\c2ccc3c(c2)OCO3)c2ccccc21 (stereo unspecified)	-4.3%	-1.7%	-5%[20 µM]	16%	-4%	-10%	0%	i	0.2	0.5%
Cc1cccc[n+]1C1C(c2ccc([N+](=O)[O-])cc2)C(C#N)=C(C(=C=[N-])C#N)NC1(O)C1CC1 (stereo unspecified)	-7.8%	16%	10%	4%	-1%	-38%	-5%	i	0.5	1.0%
COCCNS(=O)(=O)c1ccc(SC)cc1	-0.2%	-2.5%	-47%	-9%	8%	-13%	7%	i	7.4	-0.2%

The closing 2 entries of the section above are carried over, then new ones follow:
Molecule	KOR beta-arrestin-1	HIV fusion peptide	KOR beta-arrestin-2	GPR35 antagonists	NOD2 inhibition	NOD1 NF-kB reporter	GPR55 LPI antagonism	Myeloid diff MLP	Myeloid diff MLP GFP+ MAC1+ %	GPR55 beta-arrestin
Cc1cccc[n+]1C1C(c2ccc([N+](=O)[O-])cc2)C(C#N)=C(C(=C=[N-])C#N)NC1(O)C1CC1 (stereo unspecified)	-7.8%	16%	10%	4%	-1%	-38%	-5%	i	0.5	1.0%
COCCNS(=O)(=O)c1ccc(SC)cc1	-0.2%	-2.5%	-47%	-9%	8%	-13%	7%	i	7.4	-0.2%
CC(C)C(C(=O)NC(C)(C)C)N1C(=O)c2ccccc2C1=O (stereo unspecified)	-0.9%	0.6%	-7%	12%	-6%	-16%	-4%	i	0.5	0.2%
C=Cc1cccc(NC(=O)COc2ccccc2)c1	0.1%	0.2%	9%	11%	-40%	-40%	1%	i	2.8	-0.2%
COc1cccc(N=C2CC(C)(C)CC(=O)/C2=C(/O)c2ccccc2)c1	-4.1%	-2.0%	4%	10%	3%	-16%	9%	i	1.4	-0.5%
Cn1cc(CCC(=O)N2CCCC(Nc3ccc(F)cc3)C2)cn1 (stereo unspecified)	-5.0%	-2.6%	12%	-1%	8%	4%	6%	i	0.6	-0.1%
CCc1ccc2c(c1)[C@]1(C(=O)N2)[C@@H]2C(=O)N(Cc3ccccc3)C(=O)[C@@H]2[C@@H]2CCCN21	10%	0.7%	-40%	6%	-3%	13%	-2%	i	1.9	-0.2%
COc1ccc(C)cc1NC(=O)CSCc1ccccc1C	-4.9%	1.3%	12%[20 µM]	4%	-12%	12%	2%	i	0.2	-0.2%
O=[N+]([O-])c1ccc(S(=O)(=O)NCCN2CCOCC2)cc1	.	1.3%	-40%[20 µM]	10%	-10%	-40%	11%	i	0.1	0.5%
Cc1cc(C(=O)Oc2cccnc2)ccc1[N+](=O)[O-]	0.3%	-0.3%	-12%	3%	20%	-7%	14%	i	0.2	-0.1%
Cc1onc(-c2c(F)cccc2Cl)c1C(=O)c1ccccc1O	-3.1%	-0.9%	9%	8%	14%	10%	4%	i	0.2	-0.2%
Cc1ccc(C(=O)NCC(=O)NC2CCCC2)cc1	-3.7%	2.0%	-17%[20 µM]	12%	14%	-20%	-2%	i	0.4	0.2%
COC(=O)Nc1c(C)n(C)n(-c2ccccc2)c1=O	0.7%	0.7%	34%	4%	10%	-19%	10%	i	3.1	-0.1%
CC(C)c1c(O)nc(SCCOc2ccc(Cl)cc2)[nH]c1=O	2.2%	1.9%	9%	15%	0%	-2%	-5%	i	0.1	0.6%
Cc1cc2nc(-c3ccc(SCC(=O)Nc4ccc(S(=O)(=O)N5CCCC5)cc4)nc3)[nH]c2cc1C	-4.2%	6.5%	-17%	7%	-126%	-27%	-4%	i	1.1	0.2%
S=C(NCCN1CCCCC1)Nc1ccccc1	-4.7%	-0.2%	-18%[20 µM]	-8%	6%	2%	0%	i	0.8	-0.1%
O=C(NCCN1CCOCC1)c1cccc(S(=O)(=O)N2CCCC2)c1	4.7%	-0.1%	-23%	-8%	0%	-42%	5%	i	0.0	-0.1%
COc1cccc(CNC(=O)CSCc2cnn(-c3ccccc3)c2-n2cccc2)c1OC	-0.8%	-2.6%	-7%	6%	8%	12%	-10%	i	1.0	-0.1%
CC(OC(=O)CCc1nc2ccccc2c(=O)[nH]1)C(=O)NCc1ccc2c(c1)OCO2 (stereo unspecified)	2.5%	-0.4%	17%	19%	4%	-34%	-6%	i	0.6	0.5%
C=CCNC(=S)NNC(=O)c1ccc(OCCC)cc1	3.2%	-0.1%	37%	0%	4%	-13%	10%	i	0.8	-0.2%
CCN(C(=O)c1cc2c(s1)-c1ccccc1OC2)c1cc(OC)ccc1OC	-1.5%	-1.6%	-1%[20 µM]	2%	19%	-6%	-8%	i	2.3	-0.3%
Cc1sc(NC(=O)c2ccco2)c(C(c2ccncc2)N2CCOCC2)c1C (stereo unspecified)	-1.8%	-1.5%	14%	0%	30%	45%	9%	i	1.1	0.0%
